Bioassay records deposited in PubChem by The Scripps Research Institute Molecular Screening Center.
FBW7 activator: activators of human E3 ligase FBW7 | actives 0.13% (n = 650,000) | AlphaScreen FBW7–phospho-cyclin E peptide binding, activator screen | normalized activity (activation), % at 26.1 µM | Q969H0; in the data active means normalized activity above about 1.9%;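 further: purified mutant Fbw7 with reduced substrate affinity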
Target sequence (Q969H0 whole entry, looked up): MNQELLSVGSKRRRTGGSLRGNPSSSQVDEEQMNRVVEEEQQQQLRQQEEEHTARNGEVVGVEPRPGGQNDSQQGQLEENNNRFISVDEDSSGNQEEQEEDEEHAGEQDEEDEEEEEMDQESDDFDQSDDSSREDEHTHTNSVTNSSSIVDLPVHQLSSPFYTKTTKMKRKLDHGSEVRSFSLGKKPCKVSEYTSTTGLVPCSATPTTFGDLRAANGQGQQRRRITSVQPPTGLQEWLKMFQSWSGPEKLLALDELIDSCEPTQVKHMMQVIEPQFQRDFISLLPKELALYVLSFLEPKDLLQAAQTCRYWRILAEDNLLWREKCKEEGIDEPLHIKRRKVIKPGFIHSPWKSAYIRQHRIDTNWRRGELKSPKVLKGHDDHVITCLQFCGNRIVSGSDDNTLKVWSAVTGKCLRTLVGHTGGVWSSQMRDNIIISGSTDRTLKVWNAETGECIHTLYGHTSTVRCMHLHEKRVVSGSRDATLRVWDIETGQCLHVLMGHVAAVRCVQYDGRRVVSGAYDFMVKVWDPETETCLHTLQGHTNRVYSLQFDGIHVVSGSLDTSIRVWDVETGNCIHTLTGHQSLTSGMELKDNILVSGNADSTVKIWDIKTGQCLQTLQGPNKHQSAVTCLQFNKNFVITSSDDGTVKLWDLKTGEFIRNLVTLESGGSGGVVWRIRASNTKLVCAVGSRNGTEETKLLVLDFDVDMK
MITF inh: blocks human microphthalmia-associated transcription factor; O75030; AlphaScreen MITF homodimerization, bead proximity signal; inhibition, % at 2.6 µM; actives 0.91% (n = 650,000); AID 1259374; in the data active means inhibition above about 50%;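 further: 0% = vehicle wells with protein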
TEAD-YAP block: TEAD-YAP interaction inhibition. HEK-TIYL cells, TEAD-Gal4/YAP UAS-luciferase luminescence. actives 1.4% (n = 640,000). inhibition, % at 9.12 µM; in the data active means inhibition above about 32%;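 further: 0% = median of test compound wells and 100% = reference inhibitor wells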
GPR151 activ: activates the human receptor GPR151; PathHunter beta-arrestin GPR151 cells, luminescence; activation, % at 11.2 µM; actives 1% (n = 650,000); AID 1508602; in the data active means activation above about 4.9%;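 further: 0% = median of compound wells and 100% = cells with positive control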
Target sequence (Q8TDV0 whole entry, looked up): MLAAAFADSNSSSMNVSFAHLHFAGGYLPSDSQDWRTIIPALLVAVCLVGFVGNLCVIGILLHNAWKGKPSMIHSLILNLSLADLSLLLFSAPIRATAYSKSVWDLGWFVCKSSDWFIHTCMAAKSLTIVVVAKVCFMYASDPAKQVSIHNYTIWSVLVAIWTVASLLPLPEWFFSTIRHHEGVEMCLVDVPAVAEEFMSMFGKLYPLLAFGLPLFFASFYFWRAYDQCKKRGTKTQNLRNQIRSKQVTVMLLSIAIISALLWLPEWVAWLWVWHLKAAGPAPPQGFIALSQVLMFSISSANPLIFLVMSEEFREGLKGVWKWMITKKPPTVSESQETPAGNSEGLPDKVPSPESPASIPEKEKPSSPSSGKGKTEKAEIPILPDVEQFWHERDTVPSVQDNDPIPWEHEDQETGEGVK
Starred values were filed as active, the others as inactive; & = joins results of further samples.

SMILES | FBW7 activator | MITF inh | TEAD-YAP block | GPR151 activ
CN(c1ccccc1)C(C(=O)Nc1ccc2c(c1)OCCO2)c1ccccc1 (stereo not drawn) | -0.1 | 17.5 | -34.9 | 0.7
CN(C)c1ccc(C(=O)N2CCCC(CCC(=O)N3CCN(c4ccccn4)CC3)C2)cc1 (stereo not drawn) | 0.0 | 5.8 | 7.4 | 0.4
CCN(CC)c1ccc(/C=C(\C#N)c2ccccn2)cc1 | 0.1 | -6.3 | 5.7 | -2.6
Cc1ccc(C)c(OC2=NS(=O)(=O)c3cc([N+](=O)[O-])ccc32)c1 | -0.3 | -2.6 | 0.4 | 2.6
CCc1ccc(NC(=O)c2cc3c(C)nn(-c4ccccc4)c3s2)cc1 | 0.8 | 11.0 | 4.9 | -1.0
CCOc1cc(/C=N/n2cnnc2)ccc1OC(=O)c1cccc([N+](=O)[O-])c1 | 0.6 | 20.9 | 11.3 | 0.4
COc1ccc(OCc2nc3ccccc3n2CCC(C)C)cc1 | 0.6 | 18.4 | -13.5 | -1.4
CCn1c(=NC(=O)c2ccco2)sc2cc3c(cc21)OCCO3 | 1.0 | 3.3 | -31.9 | 5.7*
COc1ccc(-c2cnc3ccc(NCc4ccc5c(c4)OCO5)nn23)cn1 | 0.3 | -7.5 | 8.9 | -0.3
Cc1nnsc1C(=O)Nc1ccc(C(N)=O)cc1 | -0.2 | -11.2 | -3.0 | -1.3
CCC(CC)NC(=O)/C=C/c1ccccc1Cl | 0.1 | 13.5 | -35.6 | -2.4
CCCOC(=O)c1c(NC(=O)C2CCCCC2C(=O)O)sc2c1CCC2 (stereo not drawn) | 0.0 | -8.8 | 0.2 | -0.1
O=C1OC(c2ccc(Br)cc2)=N/C1=C/c1ccccc1[N+](=O)[O-] | -0.1 | 1.1 | -3.1 | -0.9
O=C(CN1C(=O)CCSc2ccccc21)Nc1ccc([N+](=O)[O-])cc1 | 0.1 | -26.9 | -5.9 | 0.7
CCC1CN(Cc2ccn[nH]2)Cc2ccc(Cl)cc2O1 (stereo not drawn) | -0.2 | 5.0 | 3.5 | -0.2
COC(=O)Cc1[nH]n(-c2nc3ccccc3s2)c(=O)c1C(C)=O | -0.1 | 12.2 | -1.8 | -5.9
COc1ccc(-n2c(O)c(C3=c4cc(F)ccc4=NC3=O)sc2=S)cc1 | -0.1 | -13.0 | -5.2 | -1.5
CCOC(=O)C1=C(C)NC2=C(C(=O)CC(c3ccc(OC)c(OC)c3)C2)C1c1ccc(Br)cc1 (stereo not drawn) | 0.0 | -14.1 | -7.9 | -0.5
Cc1cc(C)c2c(n1)nn1c(C)c(CCC(=O)NCc3cccc(Cl)c3)c(C)nc21 | -0.3 | 6.4 | 4.8 | 0.4
CCN1CC2=C(C1=O)C(c1ccccc1Cl)NC(=O)N2 (stereo not drawn) | 0.1 | 8.8 | 0.1 | 1.5
O=c1c(Cl)c(NC2CCCCC2)cnn1-c1ccccc1 | 0.1 | 11.9 | -8.2 | 0.9
CC(=O)c1ccc(N2CCN(c3ncnc4c3c(-c3ccccc3)cn4-c3ccc(Cl)cc3)CC2)cc1 | 0.5 | 14.8 | 16.5 | -0.8
COc1cccc(-c2nc3sc4c(c3c(=O)n2CC(=O)Nc2ccc(Oc3ccccc3)cc2)CCCC4)c1 | 0.0 | -2.3 | 11.4 | -0.1
Cc1nc2ccccn2c1CN(C)C(=O)CCc1nnc(CCCCc2ccccc2)o1 | 0.0 | 1.9 | -3.7 | 0.4
COc1ccc([N+](=O)[O-])cc1NS(=O)(=O)c1ccc(NC(C)=O)cc1 | 0.1 | 20.8 | 8.6 | -0.7

Rewritten with two lines to a compound: part of the list above.
The line under a structure holds: FBW7 activator | MITF inh | TEAD-YAP block | GPR151 activ
- CCOc1cc(/C=N/n2cnnc2)ccc1OC(=O)c1cccc([N+](=O)[O-])c1
  0.6 | 20.9 | 11.3 | 0.4
- COc1ccc([N+](=O)[O-])cc1NS(=O)(=O)c1ccc(NC(C)=O)cc1
  0.1 | 20.8 | 8.6 | -0.7
- CCCOC(=O)c1c(NC(=O)C2CCCCC2C(=O)O)sc2c1CCC2 (stereo not drawn)
  0.0 | -8.8 | 0.2 | -0.1
- COc1ccc(OCc2nc3ccccc3n2CCC(C)C)cc1
  0.6 | 18.4 | -13.5 | -1.4

The listing continues:
SMILES | FBW7 activator | MITF inh | TEAD-YAP block | GPR151 activ
COc1cccc(C2(NC(=O)Cc3nonc3C)CCCC2)c1 | 0.3 | 12.8 | -5.3 | -1.9
CCc1ccc(OCC(=O)Nc2ncc3c(n2)CC(C)(C)CC3=O)cc1 | 0.5 | -6.0 | -3.5 | -0.1
Cc1ccc([N+](=O)[O-])cc1NC(=O)COc1cccc2ccccc12 | -0.1 | -0.1 | 7.3 | 1.7
O=C(O)C(Cc1c[nH]c2ccccc12)NS(=O)(=O)c1ccc(Br)cc1 (stereo not drawn) | 0.1&0.3 | -12.3&1.7 | -6.0&-3.0 | -0.1&-0.9
COc1cc2c(cc1OC)C(C(=O)N1CCCCCC1)C(c1cccs1)N(C)C2=O (stereo not drawn) | 0.2 | -12.1 | -3.5 | -0.3
COc1ccc(-c2c(C#N)c(N)nc3sc(C(=O)c4ccccc4)c(N)c23)cc1 | 0.0 | 4.4 | -4.0 | 0.0
Nn1c(COc2ccccc2)nnc1SCC(=O)Nc1cccc(Br)c1 | 0.2 | 13.5 | 14.5 | 1.2
COc1ccc(-c2nn(-c3ccccc3)cc2C(N)=O)cc1 | 0.4 | 20.3 | -17.0 | 0.7
CCOC(=O)C1(Cc2cccc(Cl)c2)CCCN(C(=O)CCn2cccn2)C1 (stereo not drawn) | 0.0 | 2.2 | -72.4 | 0.7
O=C(Nc1ccc2[nH]ncc2c1)c1ccc(N2CCOCC2)nc1 | 0.1 | 4.0 | 9.0 | 1.2
O=C(NCc1n[nH]c(=S)n1-c1ccc(F)cc1)c1ccc(S(=O)(=O)N2CCCC2)cc1 | -0.1 | -0.4 | -2.5 | 0.1
Cc1cccc([N+](=O)[O-])c1NCc1ccc(N(C)C)cc1 | 0.0 | 11.4 | 0.8 | 0.1
COCCNc1ncnc2c1c(-c1ccccc1)cn2-c1ccc(F)cc1 | 0.8 | -3.8 | -12.0 | -2.0
COc1cn(CC(=O)Nc2ccc(C)cc2)c(CSc2ccc(F)cc2)cc1=O | 0.5 | -1.2 | 21.1 | -0.3
COC(=O)Cn1c(O)c(N=NC(=O)CNC(=O)c2ccco2)c2ccccc21 | -0.2 | 0.3 | 7.3 | 1.9
CC(C)COc1ccc(C(=O)N/C(=C\c2ccc(Cl)cc2)C(N)=O)cc1 | 0.1 | 19.0 | 7.0 | 2.3
CC(C)CNC(=O)c1ccc2c(c1)CC(C(=O)Nc1ccc(-c3cn[nH]c3)cc1OCCN(C)C)CO2 (stereo not drawn) | -0.1 | -0.3 | 2.3 | 0.8
CC(=O)NNC(=O)C(O)(c1ccccc1)c1ccccc1 | 0.2 | 2.5 | 6.4 | 0.1
Cc1ccc2oc(-c3ccc(NC(=O)COc4ccc(Br)cc4)cc3O)nc2c1 | 0.1 | 9.6 | -9.8 | 0.9
Cc1cc(-c2ccccc2)n(-c2cccc3cccnc23)n1 | -0.2 | -3.7 | -5.0 | 0.3
c1ccc(-n2ncc3c2ncn2nnnc32)cc1 | 0.1 | -11.7 | 0.8 | -0.5
S=C1NCCOCCOCCNC(=S)N2CCOCCOCCN1CCOCC2 | 0.5 | -1.2 | -0.6 | 0.0
COC(=O)c1c(NC(=S)NC(C)c2ccc3c(c2)OCO3)sc(C(=O)N(C)C)c1C (stereo not drawn) | -0.2 | -14.2 | -14.0 | -1.2
O=C1CC(c2nnc(-c3ccccc3)o2)CN1c1ccccc1 (stereo not drawn) | -0.2 | -1.6 | -6.2 | 1.7
c1ccc(NCc2cccc3ccccc23)nc1 | 0.3 | -2.7 | -2.0 | 5.5*

(cont.)
SMILES | FBW7 activator | MITF inh | TEAD-YAP block | GPR151 activ
COc1ccc(-c2noc(-c3nnn(-c4cccc(Cl)c4)c3N)n2)cc1 | 0.4 | 4.2 | 2.8 | 0.5
COc1ccc(C)cc1NC(=O)c1cc(C(=O)Nc2cc(C)ccc2OC)n(C)n1 | 0.3 | -6.4 | 3.3 | 2.9
Nc1c(C(=O)C23CC4CC(CC(C4)C2)C3)sc2nc3c(c(-c4ccc(F)cc4)c12)CCC3 | -0.2 | 4.7 | 6.2 | 0.3
O=C(NCCC1=CCCCC1)c1ccc2c(c1)NC(=O)C(CSCc1c(F)cccc1Cl)N2 (stereo not drawn) | -0.1 | -6.4 | -6.9 | 0.0
CCCC(=O)c1ccc(N2CCN(C(=O)c3ccccc3Br)CC2)c(F)c1 | -0.1 | 2.9 | -3.5 | 0.9
N#CC1=C(N)OC2=C(C(=O)CCC2)C1c1cccs1 (stereo not drawn) | 0.9 | 6.8 | -5.8 | -1.6
Cc1cc(C)c(S(=O)(=O)N=C2C=CC(=O)C=C2)cc1C | -0.3 | -6.2 | -8.1 | -1.0
O=[N+]([O-])c1ccc(C2OCOCC2O)cc1 (stereo not drawn) | -0.1 | -4.6 | 2.9 | 3.5
Cc1ncc(C[n+]2ccccc2)c(N)n1 | 0.9 | 27.6 | 0.2 | -0.9
O=C1NC(=O)N(c2ccc(Cl)c(Cl)c2)C(=O)/C1=C/c1ccccc1 | -0.1 | 3.2 | -0.3 | 1.2
Cc1cc(C)cc(NC(=O)C2CCN(S(=O)(=O)c3ccc4c(c3)CCC(=O)N4)CC2)c1 | 0.2 | -2.6 | -10.9 | -0.1
CCOC(=O)c1oc2ccc3c(c2c1C)C(=O)CC1(CCN(C(=O)OCC)CC1)O3 | 0.0 | -16.9 | -1.0 | 0.5
O=C(N/N=C/c1ccccn1)c1ccc(F)cc1 | -0.1 | 8.4 | -43.9 | -0.3
Cc1ccc(C(C)C)c(OCC(=O)Nc2ccc(Cl)cc2)c1 | 0.6 | 2.6 | 8.7 | 0.3
Cc1[nH]c(=S)c(C#N)c(C)c1C | 0.2 | -9.9 | 6.2 | 0.0
CC/C(=N/NC(=O)CCC(=O)Nc1ccc(Br)cc1)c1ccccc1 | 0.2 | 19.8 | 10.1 | 1.0
N/C(Cc1ccc([N+](=O)[O-])cc1)=N\OC(=O)c1ccc(Br)o1 | 0.1 | 14.7 | 2.2 | -0.3
CC1CCCC(NC(=O)COC(=O)COc2ccc(C#N)cc2)C1C (stereo not drawn) | -0.1 | 3.2 | -1.4 | 0.8
C=CCN1CN(Cc2ccco2)CNC1=S | -0.2 | -0.3 | -11.8 | 1.1
COc1ccccc1NC(=O)C(=O)NC1CCCCCC1 | 0.7 | 10.1 | -6.4 | -2.0
CCOC(=O)c1c(-c2ccc(C)cc2)csc1NC(=O)C1CC=CCC1C(=O)O (stereo not drawn) | 0.2 | 2.5 | -5.3 | 0.4
Cc1ccc(/C(O)=C2/C(=O)C(=O)N(CC(C)O)C2c2ccc(O)cc2)cc1 (stereo not drawn) | -0.1 | 0.0 | -4.8 | 0.8
CCC(C)NC(=O)c1cnc2scc(-c3ccc(Cl)s3)n2c1=O (stereo not drawn) | -0.3 | -0.1 | -0.6 | 0.3
CCOCC(O)CS(=O)(=O)Cc1ccccc1 (stereo not drawn) | 0.0 | -0.4 | 8.9 | 2.2
CC(=O)C1=C(C)NC(SCC(=O)c2ccc(C)c(C)c2)=C(C#N)C1c1cccnc1 (stereo not drawn) | 0.1 | -5.6 | -1.8 | 0.0

Part of the list above in another layout.
Compound: Cc1cc(C)cc(NC(=O)C2CCN(S(=O)(=O)c3ccc4c(c3)CCC(=O)N4)CC2)c1
  FBW7 activator: 0.2
  MITF inh: -2.6
  TEAD-YAP block: -10.9
  GPR151 activ: -0.1
Compound: O=[N+]([O-])c1ccc(C2OCOCC2O)cc1 (stereo not drawn)
  FBW7 activator: -0.1
  MITF inh: -4.6
  TEAD-YAP block: 2.9
  GPR151 activ: 3.5
Compound: O=C(N/N=C/c1ccccn1)c1ccc(F)cc1
  FBW7 activator: -0.1
  MITF inh: 8.4
  TEAD-YAP block: -43.9
  GPR151 activ: -0.3
Compound: COc1ccc(C)cc1NC(=O)c1cc(C(=O)Nc2cc(C)ccc2OC)n(C)n1
  FBW7 activator: 0.3
  MITF inh: -6.4
  TEAD-YAP block: 3.3
  GPR151 activ: 2.9

More structures.
SMILES | FBW7 activator | MITF inh | TEAD-YAP block | GPR151 activ
CCOc1ccc(-n2c(C)c(C(=O)OC3CCCCC3)c3cc(OC)ccc32)cc1 | -0.1 | 2.0 | 2.5 | 0.6
CC(=O)c1cccc(NS(=O)(=O)c2c(C)cc(C)cc2C)c1 | 0.2 | 2.0 | 10.9 | -1.2
Cc1cc(C)nc(NC(=O)c2ccc([N+](=O)[O-])c(C)c2)c1 | -0.1 | -3.3 | -5.2 | -1.9
O=C(c1ccc(Cl)c([N+](=O)[O-])c1)n1cnc2ccccc21 | 0.0 | 16.1 | 8.6 | -0.9
CC1CCCC(N2CC(=O)N(C3CCCCC3)C(c3ccc(F)cc3)C2=O)C1C (stereo not drawn) | 0.1 | -2.8 | -4.7 | -1.2
O=C(O)C12CC3CC(C1)CC(n1ncc(NCc4ccccc4)c(Cl)c1=O)(C3)C2 | -0.1 | 12.5 | 12.7 | -1.1
CCOC(=O)C1=C(CN2CCN(c3cc(C)ccc3C)CC2)NC(=O)NC1c1ccccc1 (stereo not drawn) | 1.4 | 1.2 | 2.3 | -0.8
CCC(C)NC(=O)CSc1nc2ccsc2c(=O)n1-c1ccc(F)cc1 (stereo not drawn) | 0.1 | 0.6 | 1.1 | 0.6
CCc1ccc(NC(=O)Cn2nnc(-c3ccccc3C)n2)cc1 | 0.2 | 5.5 | -1.6 | -0.1
N#Cc1ccccc1NC(=O)Nc1ccc2ccccc2c1 | -0.1 | -4.3 | -2.3 | -0.6
